PP5 primary – PP5 phosphatase inhibitors, primary screen, biochemical, fluorescence; AID 1987, 2009; Serine/threonine-protein phosphatase 5 (Homo sapiens), P53041; purified PP5c, OMFP substrate fluorescence; inhibition, % at 6.7 µM; actives 0.18% (n = 320,000);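 active = inhibition above the campaign's mean inhibition across all tested compounds plus 3 SD, cut at about 9.5% in these data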;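 also: 0% = DMSO only and 100% = 100 µM cantharidin control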
VLA-4 inh – inhibition in human VLA-4 binding assay, primary screen, VLA-4 allosteric modulator project, MLPCN library, flow cytometry, VLA-4 expressing cells. AID 2557, 2010. inhibition, % (about 7 µM as worked out from the volumes in the protocol). ligand binding flow cytometry. actives 0.2% (n = 330,000); in the data active = inhibition above about 50%
Target sequence (P13612 whole entry, looked up): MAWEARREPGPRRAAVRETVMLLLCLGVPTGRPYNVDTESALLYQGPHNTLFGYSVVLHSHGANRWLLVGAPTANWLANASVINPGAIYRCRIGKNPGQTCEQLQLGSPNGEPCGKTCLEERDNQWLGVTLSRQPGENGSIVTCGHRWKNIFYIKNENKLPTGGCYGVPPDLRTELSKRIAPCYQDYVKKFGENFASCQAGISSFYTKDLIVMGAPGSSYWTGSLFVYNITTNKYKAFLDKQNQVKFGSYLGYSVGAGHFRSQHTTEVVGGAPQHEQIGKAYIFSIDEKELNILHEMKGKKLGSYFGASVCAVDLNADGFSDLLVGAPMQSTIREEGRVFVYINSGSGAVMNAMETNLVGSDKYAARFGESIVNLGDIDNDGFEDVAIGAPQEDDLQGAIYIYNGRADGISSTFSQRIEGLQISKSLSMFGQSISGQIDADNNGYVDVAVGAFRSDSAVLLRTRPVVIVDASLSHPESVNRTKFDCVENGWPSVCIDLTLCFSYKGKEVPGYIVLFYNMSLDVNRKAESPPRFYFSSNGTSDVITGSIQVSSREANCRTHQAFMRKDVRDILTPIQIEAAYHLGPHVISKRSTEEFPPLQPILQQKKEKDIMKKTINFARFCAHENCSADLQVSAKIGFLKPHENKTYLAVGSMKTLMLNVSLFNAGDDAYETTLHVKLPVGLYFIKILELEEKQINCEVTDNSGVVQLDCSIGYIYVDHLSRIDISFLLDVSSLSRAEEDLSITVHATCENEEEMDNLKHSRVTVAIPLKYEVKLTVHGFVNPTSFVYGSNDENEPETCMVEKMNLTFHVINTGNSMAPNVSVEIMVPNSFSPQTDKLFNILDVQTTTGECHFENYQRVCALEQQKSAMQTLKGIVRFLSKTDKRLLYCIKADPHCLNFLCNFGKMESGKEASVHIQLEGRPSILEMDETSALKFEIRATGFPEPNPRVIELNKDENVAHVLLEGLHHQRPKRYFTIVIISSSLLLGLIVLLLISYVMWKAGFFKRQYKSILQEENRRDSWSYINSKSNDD
Fh CTSL1 inh – Fasciola hepatica cathepsin L1 inhibitors, primary screen, counter-screen for PFM18AAP inhibitor project, biochemical, QFRET, fluorogenic peptide substrate. recombinant F. hepatica cathepsin L1, Z-Leu-Arg-MCA fluorescence. inhibition, % at 5.96 µM. actives 0.49% (n = 300,000). AID 1906, 2009;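 active = inhibition above the mean of all tested compounds plus 3 SD, set per screening campaign, cut at about 17% in these data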;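 also: 0% = plate median of test compound wells and 100% = 1 µM Z-Phe-Ala-diazomethylketone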
PP1 counter – PP1-alpha phosphatase inhibitors, primary screen, counter-screen for PP5 inhibitor project, biochemical, fluorescence, OMFP substrate, single point; Serine/threonine-protein phosphatase PP1-alpha catalytic subunit (Homo sapiens), P62136; purified PP1alpha; inhibition, % at 6.7 µM; actives 0.9% (n = 320,000);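 active = inhibition above the mean inhibition of all tested compounds plus 3 SD, computed separately for each screening campaign, cut at about 15% in these data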
GRK2 inh – compounds blocking aptamer binding on GRK2 – biochemical, human GRK2, bead flow cytometry, HTS, primary screen; FAM-aptamer displacement from GRK2; actives 0.59% (n = 330,000); inhibition of aptamer binding, % at 10 µM; AID 488847, 2010; Beta-adrenergic receptor kinase 1 (Homo sapiens), P25098;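 active = inhibition of aptamer binding above 40%, roughly 3 SD of noise, on plates passing a quality check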;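 also: median bead fluorescence of bound FAM aptamer so fluorescent compounds give negative values; no value below 0 was filed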
core dimer inh – inhibitors of HCV core protein dimerization, primary screen, biochemical, TR-FRET, high-throughput. TR-FRET GST/Flag-core106 dimerization, 1536-well. inhibition, % at 5 µM. actives 0.33% (n = 300,000);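 active = inhibition above the mean of all tested compounds plus 3 SD, set per screening campaign, cut at about 45% in these data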
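Assay system – GST-tagged and Flag-tagged HCV core protein residues 1-106 · Quantity – core106 proteins, GST 13.5 nM and Flag 17 nM · Benchmarks – unlabelled core106 and no-GST-core106 wells · Read-out basis – percent inhibition of core106 dimerization signal · Detection – time-resolved FRET, ex 340 nm, em 617 and 671 nm · Schedule – 4 h at 22.5 °C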
GASC-1 inh – inhibitors of GASC-1 histone demethylase, primary screen, biochemical, fluorescence, DELFIA europium. Lysine-specific demethylase 4C (Homo sapiens), Q9H3R0. GST-JMJD2C(1-420) H3K9me3 demethylation. inhibition, % at 2.35 µM. actives 0.069% (n = 330,000);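 active = more than half of a compound's replicate wells show inhibition beyond 50%, single wells judged on their own value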;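 also: signal counts dimethyl H3K9 product captured on neutravidin plate; 0% = median of DMSO wells and 100% = 0.3 times that DMSO median; strong numbers were not always called active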
procasp3 activ – activators of human procaspase-3 D3A mutant, primary screen, biochemical, absorbance, PC-3 D3A mutant, single concentration; recombinant procaspase-3 D3A, Ac-DEVD-pNA absorbance 405 nm; activation, % at 8.5 µM; actives 0.11% (n = 330,000); AID 463141, 2010;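 active = activation above the mean of all tested compounds plus 3 SD, cut at about 21% in these data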;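 also: 0% = DMSO alone and 100% = DMSO wells spiked with extra 5 µM PC-3 D3A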
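Test system: Procaspase-3 D3A mutant, all three cleavage aspartates alanine | Dosing: Single dose, 8.5 µM nominal compound, 0.8% DMSO | Schedule: 1 h preincubation, 2 h reaction | Technique: 405 nm absorbance of p-nitroaniline, reads at 0 and 120 min | Repeats: One well per compound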
proCasp7 act – procaspase-7 activators, primary screen, counter-screen for procaspase-3 activator project, biochemical, absorbance, HTS, human. activation, % at 8.5 µM. recombinant procaspase-7, Ac-DEVD-pNA absorbance 405 nm; D23A/D198A/D206A triple mutant, cannot self-cleave; scale: DMSO 0, 5 µM enzyme 100. actives 0.093% (n = 330,000);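 active = percent activation above the screen-wide mean plus 3 SD, cut at about 25% in these data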
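buffer or medium = Zinc-free HEPES/NaCl buffer, pH 7.4 | material = Procaspase-7 triple mutant (PC-7 D3A) | input = 2 µM procaspase-7 mutant as dispensed | signal = Epi-absorbance of released pNA at 405 nm, two timepoints | timing = 1 h preincubation, 2 h reaction | replicates = singlicate compound testing | evaluation = % activation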
* = called active by the depositor; . = no result given.

SMILES	PP5 primary	VLA-4 inh	Fh CTSL1 inh	PP1 counter	GRK2 inh	core dimer inh	GASC-1 inh	procasp3 activ	proCasp7 act
COc1ccccc1OCCC(=O)OCC(=O)Nc1ncc(Cl)cc1Cl	-0.3	-1.0	-9.8	-1.8	2.0	26.2	17.6	1.0	5.9
CCC(c1nnnn1Cc1cccs1)N1CCN(C2CCCC2)CC1 (stereo not given)	-1.5	-6.1	7.0	-2.1	0.0	-1.1	-10.2	1.0	6.7
Cc1cc(OCC(=O)OCC(=O)N2c3ccccc3NC(=O)C2(C)C)ccc1Cl	1.4	-0.5	.	7.5	2.0	.	.	3.2	-0.4
Cc1ccc(CNC(=O)c2ccc(N(C)S(=O)(=O)c3ccccc3)cc2)cc1	3.3	27.0	-2.9	2.5	0.0	10.4	4.8	8.3	4.7
CCCCC(=O)Nc1c(C)cc(C)cc1Cl	-0.9	0.8	3.2	0.2	2.0	-3.5	7.8	0.4	-1.8
COc1ccc(-c2cc(=O)c3ccccc3n2C)cc1	0.2	-3.7	0.9	-3.4	1.0	-4.7	-1.3	3.6	-1.1
COC(=O)C(NNc1ccccc1)(NC(=O)c1ccccc1F)C(F)(F)F (stereo not given)	2.4	18.3	-2.6	-1.5	0.0	-17.1	10.4	0.9	-8.6
COC(=O)C1=CN(Cc2ccc(OC)c(OC)c2)C=C(C(=O)OC)C1c1ccc(F)cc1	4.9	7.7	2.6	1.4	2.0	1.1	-4.6	8.0	9.1
CN1CCN(C(=S)Nc2cc([N+](=O)[O-])ccc2Cl)CC1	-0.8	8.6	-2.4	-2.4	2.0	2.9	3.2	-12.4	-2.6
CCOC(=O)C(=O)Nc1ccccc1C(=O)NC(C)C	1.9	2.8	-1.5	2.0	0.0	3.1	-8.8	2.5	6.0
O=C(Cn1cc(C(=O)c2ccco2)c2ccccc21)NC1CC1	3.2	4.1	-1.7	-4.2	0.0	0.4	0.6	6.7	8.7
Cc1cccc2c1-c1sc(C(=O)Nc3nccs3)cc1CO2	0.9	-5.4	3.5	21.4*	1.0	-8.9	-2.4	-3.9	-3.4
O=c1[nH]c(SCc2ccccc2)nc2ccsc12	-0.5	-10.2	-0.3	0.4	3.0	6.0	-4.4	7.5	-13.9
CCOC(=O)N1CCN(C(=O)C(C)N(c2ccc(Oc3ccccc3)cc2)S(C)(=O)=O)CC1 (stereo not given)	-1.4	-13.0	-4.7	-1.2	3.0	3.1	13.3	-9.3	-7.0
O=C(Nc1ccccc1F)c1ccc(S(=O)(=O)N2CCCCCC2)cc1	1.8	28.7	.	0.9	1.0	.	-6.1	-1.3	-18.8
Nc1c(Cl)cc(Cl)cc1C(=O)OCC(=O)N1CCCC1=O	-1.0	14.8	-3.6	-1.0	0.0	-4.3	15.4	4.0	4.5
CC(=O)c1ccc(OCC(=O)OC(C)C(=O)NC2CCCCC2)cc1 (stereo not given)	4.2	9.0	.	-1.5	1.0	.	1.3	9.0	0.5
O=S(=O)(Cc1ccccc1)Nc1cccc(F)c1	1.8	-8.0	1.0	-0.6	0.0	0.6	2.9	10.6	-3.4
Cc1ccc(-n2c(-c3ccco3)nc3c(cnn3-c3ccccc3C)c2=O)cc1	2.5	3.4	-1.2	-0.5	0.0	-13.6	5.6	9.7	5.8
CC1S/C(=C(\C#N)C(=O)NCc2ccco2)N(Cc2ccco2)C1=O (stereo not given)	3.2	20.0	-1.2	1.6	0.0	2.3	0.9	-6.8	1.8
COC(=O)C1C(c2ccc(Br)cc2)Nc2nnc(C(F)(F)F)n2C1(C)O (stereo not given)	3.3	12.2	-2.1	-2.3	1.0	3.4	-45.8	7.9	7.0
O=C(CNC(=O)c1ccccc1F)NNC(=O)c1ccccc1O	0.7	15.9	-4.5	-4.8	0.0	-5.2	6.0	6.1	10.2
Cc1ccc(C(=O)NCC(=O)OCc2c(F)cccc2Cl)cc1	0.0	-6.0	-11.6	-2.0	1.0	-8.5	-4.1	-7.0	9.0
COc1ccccc1N1CC(C(=O)Nc2ccc3c(c2)OCO3)CC1=O (stereo not given)	1.7	-4.0	0.9	-1.6	1.0	0.9	3.8	-0.1	2.0
CC(=O)c1nc(N2C(=O)C3CC=C(C)CC3C2=O)sc1C (stereo not given)	-0.2	12.3	7.0	-0.4	4.0	1.5	-12.0	-1.2	-1.8
COc1ccc(N(C(=O)c2cccnc2)S(=O)(=O)c2ccc(OC)c(OC)c2)cc1	0.1	12.4	-1.1	-1.3	0.0	1.5	2.2	3.5	-3.5
Cc1ccc(NC(=O)c2ccc(OCc3c(C)noc3C)cc2)cc1C	.	2.0	.	.	0.0	.	0.6	7.9	-2.5
CCCCC(c1nnnn1CC1CCCO1)N1CCN(c2ccccc2)CC1 (stereo not given)	-1.9	5.9	-2.7	-3.6	1.0	2.8	-3.4	0.5	-0.2
CC(C)CC(=O)NC(=S)Nc1ccccc1F	1.1	4.4	2.6	-1.6	5.0	-9.5	-4.4	-3.6	1.9
O=C(c1ccccc1F)N1CCCC(C(=O)N2CCN(c3ccccc3)CC2)C1 (stereo not given)	-1.0	-3.8	-7.3	-3.3	3.0	-0.4	-7.9	-10.7	5.6
C=CCNC(=O)Nc1ccc(Br)cc1Cl	2.7	-1.7	3.2	-0.8	0.0	-8.8	7.2	6.6	-3.2
Cc1ccc(C(=O)Cn2ncsc2=N)cc1	1.2	9.6	61.9*	-2.7	4.0	0.7	0.5	2.5	1.7
Cc1nc(NC(=O)CCC(=O)O)sc1C(=O)N(C)C	3.5	-4.9	-0.9	1.0	3.0	-0.9	6.9	-0.8	4.7
Cc1cc(NC(=O)CSc2nnc(NCc3ccccc3)s2)no1	-0.4	1.4	-2.6	3.9	0.0	-0.6	1.5	1.4	2.6
COc1ccc(-c2nc(C3CCCCC3)no2)cc1OC	2.5	24.2	2.0	-3.9	0.0	-1.7	3.7	-8.6	6.4
CC(C)CN(C(=O)CCc1ccccc1Cl)c1c(N)n(Cc2ccccc2)c(=O)[nH]c1=O	0.9	-7.7	1.0	-2.8	1.0	1.4	-6.0	7.0	1.4
CSc1cccc(NC(=O)c2cc(S(=O)(=O)N3CCCCC3)c[nH]2)c1	0.1	-1.9	-1.7	4.7	0.0	11.9	-6.1	3.6	5.8
C(=C\c1ccncc1)/c1ccccc1	-1.5	11.1	0.4	0.0	0.0	3.7	4.7	0.0	-3.5
Cc1onc(-c2ccccc2Cl)c1C(=O)OCC(=O)Nc1cccc(S(=O)(=O)N2CCOCC2)c1	1.8	1.9	-2.9	4.4	0.0	4.5	0.3	2.9	6.9
CCOCCCNC(=O)c1ccc(OC2CCN(C(C)=O)CC2)c(OC)c1	-1.9	11.6	1.8	-2.6	4.0	13.8	7.5	8.9	7.6
Cn1cccc1C(=O)NC1CCCCC1	-1.1	-0.8	-1.8	0.1	0.0	5.2	-13.7	-18.4	4.1
COc1ccc(C(=O)Nc2cc(C)on2)c(OC)c1	-2.3	8.2	0.6	5.9	0.0	-4.8	-4.0	-5.1	3.2
Cc1ccc(OCC(=O)NC(=S)Nc2cccc(NC(=O)c3ccccc3Cl)c2)cc1	0.3	-4.5	-4.7	-3.1	0.0	20.1	-37.9	-1.0	7.9
N#CCc1nn(-c2ccccc2)c(N)c1C#N	2.0	0.8	1.6	4.3	3.0	-4.2	-4.3	-0.7	2.6
CCOC(=O)c1ccc(NC(=O)CCC2COc3ccccc3O2)cc1 (stereo not given)	5.0	0.6	1.0	1.6	4.0	1.0	21.9	2.9	0.9
CCc1ccccc1NS(=O)(=O)c1cc(C)ccc1OC	-0.3	15.1	-0.4	1.8	0.0	0.5	4.9	1.1	7.5
CSc1ccccc1NC(=O)c1ccccc1	2.2	-5.0	1.8	-2.3	3.0	-2.0	-27.1	3.2	-10.6
Cc1cccc(N(CC(=O)Nc2c(C)n(C)n(-c3ccccc3)c2=O)S(C)(=O)=O)c1C	1.3	3.7	-3.4	-1.9	1.0	-3.0	7.0	-9.2	7.5
Cc1ccccc1N(CC(=O)Nc1ccccc1C(=O)O)S(C)(=O)=O	1.0	9.4	-3.0	-1.3	2.0	1.1	5.6	2.5	-7.8
COc1ccc(CNC(=O)Cn2nc(C)n3cccc3c2=O)cc1	1.2	0.6	-0.8	-0.8	2.0	-8.9	23.0	3.1	0.1

Another view of part of the listing above:
Every second line gives: PP5 primary	VLA-4 inh	Fh CTSL1 inh	PP1 counter	GRK2 inh	core dimer inh	GASC-1 inh	procasp3 activ	proCasp7 act
N#CCc1nn(-c2ccccc2)c(N)c1C#N
→ 2.0	0.8	1.6	4.3	3.0	-4.2	-4.3	-0.7	2.6
Cc1ccccc1N(CC(=O)Nc1ccccc1C(=O)O)S(C)(=O)=O
→ 1.0	9.4	-3.0	-1.3	2.0	1.1	5.6	2.5	-7.8
Cn1cccc1C(=O)NC1CCCCC1
→ -1.1	-0.8	-1.8	0.1	0.0	5.2	-13.7	-18.4	4.1

One compound at a time (already shown). Order of values: PP5 primary, VLA-4 inh, Fh CTSL1 inh, PP1 counter, GRK2 inh, core dimer inh, GASC-1 inh, procasp3 activ, proCasp7 act
Shown for COc1ccc(CNC(=O)Cn2nc(C)n3cccc3c2=O)cc1 → 1.2, 0.6, -0.8, -0.8, 2.0, -8.9, 23.0, 3.1, 0.1
Shown for COC(=O)C1C(c2ccc(Br)cc2)Nc2nnc(C(F)(F)F)n2C1(C)O (stereo not given) → 3.3, 12.2, -2.1, -2.3, 1.0, 3.4, -45.8, 7.9, 7.0

Following part.
SMILES	PP5 primary	VLA-4 inh	Fh CTSL1 inh	PP1 counter	GRK2 inh	core dimer inh	GASC-1 inh	procasp3 activ	proCasp7 act
O=C(O)CCc1ccc(-c2ccc(Cl)cc2)o1	2.6	-11.6	0.3	-0.6	0.0	-14.3	-0.3	-0.1	-0.7
C#CCOCCOCCOCCNc1nc(N2CCN(C(=O)CCCCCCCCCCNC(=O)[C@H]([C@@H](C)CC)n3cc(CCCCCN)nn3)CC2)nc(N2CCN(C(=O)CCCCCCCCCCNC(=O)[C@@H]([C@H](C)CC)n3cc(CCCCCN)nn3)CC2)n1	3.1	-12.8	4.3	64.2*	0.0	-4.4	.	-8.3	-3.2
O=c1c([N+](=O)[O-])c(N2CCCCCC2)c2ccccc2n1-c1ccccc1	0.3	9.7	2.4	5.6	0.0	4.8	4.0	1.1	2.9
O=C(NC(=S)Nc1ccc2oc(=O)ccc2c1)c1ccc(-c2cccc(Cl)c2Cl)o1	1.1	14.0	1.8	-5.7	0.0	2.7	-4.0	-2.2	-15.2

Screening data as filed in PubChem.
